FXIIa inh 1536: factor XIIa (human) inhibition. purified FXIIa, Boc-QGR-AMC fluorogenic substrate, 2 h. inhibition, % at 5 µM. 220,000 compounds, 0.3% hits; in the data active = inhibition above about 40%;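 note: 0% = enzyme with no compound and 100% = blank without enzyme; many of its hits are not listed in these tables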
hK5 inh: inhibitors of human kallikrein 5. Q9Y337. recombinant hK5, fluorogenic AMC substrate cleavage. inhibition, % at 5 µM. 210,000 compounds, 0.59% hits;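 active = inhibition of 40% or more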;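 note: 0% = enzyme controls without compound and 100% = no-enzyme blanks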
FXIa inh 1536: factor XIa (human) inhibition; purified FXIa, Boc-Glu-Ala-Arg-AMC fluorogenic substrate; inhibition, % at 5 µM; 220,000 compounds, 0.14% hits; AID 798;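 active = inhibition of at least 40%; inactive = inhibition below 40%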;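 note: fluorescence of freed AMC excited at 355 nm; 0% = enzyme without compound and 100% = no enzyme blank; many of its hits are not listed in these tables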
thrombin 1536: inhibitors of human thrombin. P00734. 220,000 compounds, 0.26% hits. inhibition, % at 5 µM. AID 1046. alpha-thrombin, Boc-VPR-AMC fluorogenic substrate cleavage;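 active = inhibition at or above 40%; inactive = inhibition below 40%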;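 note: 0% = enzyme with no compound and 100% = wells without enzyme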
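System – human alpha-thrombin protein · Reagent – Boc-VPR-AMC substrate, 15 µM final · Compound – 5 µM single dose in 0.2% DMSO · Schedule – reaction at room temperature · Technique – AMC fluorescence at 355 nm excitation and 460 nm emission · Read-out basis – % inhibition relative to enzyme controls and enzyme-free blanks · Control set – no-compound enzyme wells and no-enzyme blanks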
Hck Nef HTS: blocks Nef-activated human Hck kinase. Recombinant Hck-YEEI plus Nef, Z-Lyte FRET kinase assay. inhibition, % at 20 µM. 220,000 compounds, 0.68% hits. AID 463187;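 active = Hck-Nef kinase inhibition above about 50%, limit read from the data; inactive = inhibition below that limit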;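 note: 0% = DMSO with Hck plus Nef and 100% = Hck alone without Nef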
Runt-SMMHC FRET: blocks binding of human RUNX1 Runt domain to CBFb-SMMHC | inhibition, % at 20 µM | Q01196+Q13951 | AID 1434 | 220,000 compounds, 0.74% hits | Cerulean-Runt/Venus-CBFb-SMMHC FRET ratio 530/480, 1 h;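 active = mean inhibition across duplicate retests at 20 µM reaching about 50%, limit read from the data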;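 note: 0% = DMSO wells and 100% = wells with excess untagged CBFb-SMMHC; inhibitors lower the FRET ratio by blocking Runt binding to CBFb-SMMHC; some results filed as inactive read as strong as hits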
Runt-CBFb FRET: inhibitors of human RUNX1 Runt domain binding to CBFb | Q01196+Q13951 | Cerulean-Runt/Venus-CBFb FRET ratio 530/480, 1 h | inhibition, % at 20 µM | 220,000 compounds, 0.46% hits | AID 1496;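 active = inhibition over about 50% at 20 µM in the single-dose screen, limit read from the data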;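 note: 0% = DMSO wells and 100% = excess unlabeled CBFb competitor control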
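Doses: 20 µM compound in 1% DMSO | Material: Cerulean-labeled Runt domain protein | Amount: Each fluorescent fusion protein 100 nM | Schedule: Two 1 h room-temperature incubations shielded from light | Measured by: FRET fluorescence | Evaluation: Loss of energy transfer signal | Controls: Unlabeled CBFb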
14-3-3 Bad PPI: disrupts binding of bovine 14-3-3 zeta to phospho-Bad peptide; AID 781; TR-FRET 14-3-3zeta/Dy647-pBad peptide displacement, 1 h; inhibition, % at 21.7 µM; 220,000 compounds, 0.71% hits;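 active = inhibition above about 70%, limit read from the data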;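 note: 0% = full 14-3-3 plus peptide FRET controls and 100% = background without 14-3-3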
Target sequence (P63103 whole entry, looked up): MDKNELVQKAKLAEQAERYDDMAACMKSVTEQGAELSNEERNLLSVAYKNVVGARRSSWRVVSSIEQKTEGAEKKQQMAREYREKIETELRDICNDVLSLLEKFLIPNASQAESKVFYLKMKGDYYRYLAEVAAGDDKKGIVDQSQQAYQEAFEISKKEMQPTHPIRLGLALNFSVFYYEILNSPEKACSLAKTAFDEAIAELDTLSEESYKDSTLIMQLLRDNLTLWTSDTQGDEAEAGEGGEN
Wee1 degr inh: human Wee1 degradation inhibition, primary screen; AID 1321; reporter increase, % at 5 µM; HeLa Luc-Wee1K328M stability, luciferase luminescence; 100% = proteasome inhibitor MG132 effect; 220,000 compounds, 1.2% hits; P30291;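 active = activation above the mean of all tested compounds plus 3 SD, set per screening run, cut at about 8.8% in these data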;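 note: cells exposed to compound for 20 h before luminescence read; 0% = DMSO alone and 100% = MG132 at 30 µM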
Target sequence (P30291 whole entry K328M): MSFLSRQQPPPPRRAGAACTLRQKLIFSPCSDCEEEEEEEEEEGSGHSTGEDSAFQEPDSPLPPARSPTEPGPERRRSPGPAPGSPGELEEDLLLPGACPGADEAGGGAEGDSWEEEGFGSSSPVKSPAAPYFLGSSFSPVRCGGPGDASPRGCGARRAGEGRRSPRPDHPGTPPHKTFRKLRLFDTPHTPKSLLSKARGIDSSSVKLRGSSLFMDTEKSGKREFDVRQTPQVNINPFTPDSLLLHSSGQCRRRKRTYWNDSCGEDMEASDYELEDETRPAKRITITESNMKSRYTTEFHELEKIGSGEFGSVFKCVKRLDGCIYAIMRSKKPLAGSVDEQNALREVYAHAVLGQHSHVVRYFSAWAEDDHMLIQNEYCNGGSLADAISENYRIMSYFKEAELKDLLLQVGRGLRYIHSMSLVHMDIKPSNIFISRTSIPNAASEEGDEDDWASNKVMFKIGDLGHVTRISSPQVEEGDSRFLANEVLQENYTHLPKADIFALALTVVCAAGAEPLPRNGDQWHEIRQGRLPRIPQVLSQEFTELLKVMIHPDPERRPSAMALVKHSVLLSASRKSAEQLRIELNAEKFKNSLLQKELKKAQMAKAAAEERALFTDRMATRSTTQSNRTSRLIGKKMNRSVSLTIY
Numbers without * were called inactive; · = no result given; [ ] = remark or other dose.

SMILES	FXIIa inh 1536	hK5 inh	FXIa inh 1536	thrombin 1536	Hck Nef HTS	Runt-SMMHC FRET	Runt-CBFb FRET	14-3-3 Bad PPI	Wee1 degr inh
COc1cccc(CN(CC2CCCO2)S(=O)(=O)c2ccc(-n3cnnn3)c(OC)c2)c1 (centres undefined)	5	7	-4	2	20	-2	-1	-5	3
CN(C)/C=C(\C#N)C(=O)Nc1ccc(F)c(Cl)c1	3	-2	-1	-5	10	-4	0	1	3
O=C(COC(=O)C12CC3CC(CC(C3)C1)C2)NC12CC3CC(CC(C3)C1)C2	18	-28	3	3	-1	-1	-2	-4[fluorescence artefact?]	1
CCc1ccc(OCC(=O)N2CCN(c3ccccc3F)CC2)cc1	5	-13	-2	4	7	1	-4	-7	1
COc1ccc(-c2n[nH]c(=S)n2-c2ccc3c(c2)OCCO3)cc1	-1	2	-3	-2	2	22	10	-4[fluorescence artefact?]	1
O=C(CSC1CCCCC1)Nc1ccccc1Br	15	-10	9	2	0	1	-1	14	0
CN1CCN(S(=O)(=O)c2ccc3[nH]cc(C(=O)O)c(=O)c3c2)CC1	7	-7	-3	1	-1	-65	2	32	2
Cn1c(Cc2cccs2)nnc1SC/C=C/c1ccccc1	8	-16	2	-1	1	3	-2	14[fluorescence artefact?]	0
COc1ccc(C(=O)Nc2ccc(S(=O)(=O)N3CCCCC3)cc2)cc1	8	15	1	-6	-1	-4	·	0	0
COC(=O)c1cc(OC)c(OC)cc1NC(=O)Cc1cccs1	13	4	1	18	28	·	·	-8	-2
CCOC(=O)c1nnn(-c2nonc2N)c1-c1ccc(OC)cc1	0	-1	-5	-8	13	1	0	-1	2
CC1CCN(S(=O)(=O)c2cccc(-c3cn4cc(Cl)ccc4n3)c2)CC1	12	-8	1	-3	6	4	-2	9	-1
O=C(c1ccc(F)cc1)C1CCN(C(=O)NC2CCCCC2)CC1	16	5	4	1	0	1	-1	-2	-1
CCOCCCNC(=S)N(Cc1ccco1)Cc1cc2cc3c(cc2[nH]c1=O)OCCO3	12	4	13	-8	17	9	23	2	0
COc1ccc(N(C)S(=O)(=O)c2cccc3cccnc23)c(OC)c1	13	9	6	4	1	1	-10	9	1
COc1ccc(N=CC2=C(O)CC(C)(C)CC2=O)cc1	-5	12	-12	-4	0	0	-1	-4	4
O=C(Nc1ccccc1Oc1ccccc1)c1cc([N+](=O)[O-])ccc1Cl	-1	-4	-9	15	0	0	-1	3	2
Cc1ccc(N2CC(C(=O)Nc3cccc(F)c3)CC2=O)cc1 (centres undefined)	14	-4	2	2	2	3	0	-5	1
N#C/C(C(N)=O)=C1/SC(Cc2ccc(F)cc2)C(=O)N1c1ccccc1 (centres undefined)	7	1	0	-3	22	-4	-1	-1	3
CCCOP(=O)(OCCC)C(Nc1ccc(C(=O)O)cc1)c1ccccc1 (centres undefined)	4	-4	-3	-6	20	0	1	-12	-1
CCC(=O)Nc1ccc(-c2csc(NNC(C)=O)n2)cc1	8	12	22	-5	-3	-4	0	-10[fluorescence artefact?]	-3
Cc1cc(Cl)ccc1C(=O)C1CCCN(C(=O)c2n[nH]c3c2CCCC3)C1 (centres undefined)	9	11	2	7	4	1	-2	-13	-2
Cc1ccc(C(=O)Oc2cccc(NC(=O)c3ccccc3)c2)cc1C	11	-15	6	3	4	0	-1	-16[fluorescence artefact?]	1
COc1cccc(NC(=O)Cc2nnc(SCC(=O)c3ccccc3)n2C)c1	15	11	3	-5	-1	5	3	1	1
COc1ccc(NC(=S)NCCc2c[nH]c3ccccc23)cc1	0	-7	0	-10	0	-1	-1	-11	3
CC(=O)Nc1cc(C(=O)O)ccc1S(=O)(=O)c1ccc(Cl)cc1	-4	2	-6	4	0	-2	·	48	1
FC(F)(F)c1cnc(NNC(=S)Nc2ccccc2Cl)c(Cl)c1	12	-74	-4	-8	0	3	6	-10[fluorescence artefact?]	0
Cc1cc(C(=O)NNC(=O)c2ccc(C(F)(F)F)cc2)no1	7	5	4	3	15	0	-3	-5	0
COC(=O)COc1ccc(S(=O)(=O)NCCC2=CCCCC2)cc1Cl	2	-6	1	2	-2	-6	0	-6	1
Cc1cccc(NC(=S)NC(=O)c2ccco2)n1	3	-16	1	-6	2	4	0	0[fluorescence artefact?]	1
CCOC(=O)c1cc2sccc2n1CC(=O)N1c2ccccc2CC1C (centres undefined)	48*	-9	13	-10	1	1	1	7	-2
Cc1ccccc1-c1ccc(Nc2ccc(N3CCOCC3)cc2)nn1	17	7	6	5	3	1	19	43[fluorescence artefact?]	1
Cc1ccc(NC(=O)CCn2nc([N+](=O)[O-])cc2C)nc1	15	15	3	8	1	-2	-1	8[fluorescence artefact?]	-1
Nc1cc(F)ccc1N1CCCCCC1	4	-2	-3	·	28	-6	0	4	-3
COC(=O)C(CCCN1C(=O)c2ccccc2C1=O)(NC(C)=O)c1nn[nH]n1 (centres undefined)	1	-23	5	-4	-5	1	1	-2	-1
COc1ccc(S(=O)(=O)N2CCCC2C(=O)NCc2ccccc2Cl)cc1 (centres undefined)	1	-1	-5	-8	15	-3	0	-1	-2
O=C(O)c1cc(S(=O)(=O)O)ccc1O	8	3	-3	-2	-1	-4	0	40	2
O=C(CN1C(=O)CNC1=O)Nc1ccc(Cl)cc1	8	1	1	0	21	-3	1	0	-2
CC(=O)c1ccc(OC(C)C)c(CSc2nc(O)cc(=O)[nH]2)c1	-3	1	1	-1	0	1	-3	-6	1
COC(=O)C(C)Sc1nnc(SC(C)C(=O)OC)s1 (centres undefined)	-4	-1	-9	-5	1	-6	0	17	-2
COc1ccc(NC(=O)c2c3c(nc4ccccc24)CCC3)cc1S(=O)(=O)N1CCOCC1	1	-16	-9	-7	-7	-16	-12	-3	1
CCOCCCNC(=O)C(NC(=O)c1ccc(NC(C)=O)cc1)c1ccc(Cl)cc1 (centres undefined)	20	5	23	11	-18	4	1	6	3
O=C(OCc1nnc(-c2ccc(Cl)cc2)o1)c1ccncc1	4	-15	-8	-11	4	1	-1	-14	-1
COCc1cc(C)n(CC(=O)OC)c(=O)c1C#N	4	-4	7	·	19	-1	3	-7	-2
O=C(/C=C/c1ccco1)N1CCc2ccccc21	7	-4	-8	-20	21	0	7	-4	-1
CN1C(=O)/C(=C/c2ccco2)SC1=Nc1cccc(C(=O)O)c1	3	-2	-4	7	25	14	31	19	3
COc1ccc(-n2c(-c3ccc(Br)cc3)c[n+]3c2CCC3)cc1	9	3	1	-2	24	2	2	-9	2
N#CC1=C(N)OC(c2ccccc2)=C(C#N)C1c1ccc2c(c1)OCO2 (centres undefined)	-8	-1	-10	-8	-1	-2	1	-3[fluorescence artefact?]	-1
O=C(Nc1ccc(C(=O)N2CCCCC2)cc1)C1CCCCC1	3	1	-6	6	-1	0	-158	-1	-4
O=c1[nH]c(CNCc2cccnc2)nc2ccccc12	15	0	2	2	6	-2	1	-12	1
COc1ccccc1N=Cc1c(O)c2ccccc2oc1=O	4	12	9	12	0	23	8	-1	-4
O=C(/C=N/O)NCCCN1CCOCC1	1	-5	3	-3	0	1	0	0	-4
CCOc1cc(S(=O)(=O)n2nc(C)cc2C)ccc1F	1	1	-3	-7	2	2	0	-5	-1
O=S(=O)(c1ccccc1)C(/C=N\O)/C=C/c1ccccc1 (centres undefined)	6	0	-6	-11	22	12	12	8	0
S=c1[nH]nc(-c2ccncc2)n1/N=C/c1cn(-c2ccccc2)nc1-c1ccccc1	29	34	30	25	-13	10	6	-2	-1
CCC(C)(C(=O)NC1CCCC1)N(Cc1cccs1)C(C)=O (centres undefined)	-9	-26	-14	-3	0	-19	-5	-11	-3
Cc1ccc(N2CS(=O)(=O)/C(=C/N(C)C)C2=O)cc1	6	-5	5	-3	-1	-10	-2	9	0
O=S(=O)(c1ccc(Cl)nc1)N1CCCc2ccccc21	-8	-2	-7	-10	1	1	4	3	4
Cn1c(=O)oc2cc(S(=O)(=O)NC3CCN(Cc4ccccc4)CC3)ccc21	14	0	5	1	17	-3	·	5[fluorescence artefact?]	-2
COc1cc(/C=C2\SC(c3ccc(C)cc3)=NC2=O)cc(OC)c1OC	-4	-18	-7	-8	1	-102	-7	0	2

Of the compounds above, 10 contain four or more nitrogen atoms:
SMILES	FXIIa inh 1536	hK5 inh	FXIa inh 1536	thrombin 1536	Hck Nef HTS	Runt-SMMHC FRET	Runt-CBFb FRET	14-3-3 Bad PPI	Wee1 degr inh
COc1cccc(CN(CC2CCCO2)S(=O)(=O)c2ccc(-n3cnnn3)c(OC)c2)c1 (centres undefined)	5	7	-4	2	20	-2	-1	-5	3
CCOC(=O)c1nnn(-c2nonc2N)c1-c1ccc(OC)cc1	0	-1	-5	-8	13	1	0	-1	2
CCC(=O)Nc1ccc(-c2csc(NNC(C)=O)n2)cc1	8	12	22	-5	-3	-4	0	-10[fluorescence artefact?]	-3
COc1cccc(NC(=O)Cc2nnc(SCC(=O)c3ccccc3)n2C)c1	15	11	3	-5	-1	5	3	1	1
FC(F)(F)c1cnc(NNC(=S)Nc2ccccc2Cl)c(Cl)c1	12	-74	-4	-8	0	3	6	-10[fluorescence artefact?]	0
Cc1ccccc1-c1ccc(Nc2ccc(N3CCOCC3)cc2)nn1	17	7	6	5	3	1	19	43[fluorescence artefact?]	1
Cc1ccc(NC(=O)CCn2nc([N+](=O)[O-])cc2C)nc1	15	15	3	8	1	-2	-1	8[fluorescence artefact?]	-1
COC(=O)C(CCCN1C(=O)c2ccccc2C1=O)(NC(C)=O)c1nn[nH]n1 (centres undefined)	1	-23	5	-4	-5	1	1	-2	-1
O=c1[nH]c(CNCc2cccnc2)nc2ccccc12	15	0	2	2	6	-2	1	-12	1
S=c1[nH]nc(-c2ccncc2)n1/N=C/c1cn(-c2ccccc2)nc1-c1ccccc1	29	34	30	25	-13	10	6	-2	-1

3 compounds out of the list, arranged by count of non-hydrogen atoms, largest number first.
SMILES	FXIIa inh 1536	hK5 inh	FXIa inh 1536	thrombin 1536	Hck Nef HTS	Runt-SMMHC FRET	Runt-CBFb FRET	14-3-3 Bad PPI	Wee1 degr inh
Cc1ccc(C(=O)Oc2cccc(NC(=O)c3ccccc3)c2)cc1C	11	-15	6	3	4	0	-1	-16[fluorescence artefact?]	1
COc1ccc(N=CC2=C(O)CC(C)(C)CC2=O)cc1	-5	12	-12	-4	0	0	-1	-4	4
Cc1ccc(N2CS(=O)(=O)/C(=C/N(C)C)C2=O)cc1	6	-5	5	-3	-1	-10	-2	9	0

Screening results as filed in PubChem BioAssay.
